AMA1-RON2 inh: disrupts binding of P. falciparum AMA1 to RON2; actives 0.2% (n = 360,000); Potency, µM (highest dose often 58.2 µM), for inactives: at the top dose activity change, negative = inhibition, actives largely listed as inhibitors; AlphaScreen AMA1-biotinylated RON2 peptide binding;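 note: potency is the fitted concentration of half-maximal effect; 0% = vehicle wells and -100% = peptide control; nearly all actives have a fitted effect of over 45% in size; some results filed as inactive show a strong effect at the top dose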
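AMA1 (3D7) with his tag at 25 nM final met compounds first, then biotinylated RON2 peptide at 25 nM; detection used donor plus acceptor beads, 10 µg/mL apiece, read by AlphaScreen after 30 min at room temperature.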
AmpC detergent: blocks E. coli AmpC beta-lactamase in detergent assay; P00811; AmpC hydrolysis of nitrocefin, absorbance 480 nm, 0.01% Triton; Potency, µM (titrated, usually from 114 µM), without a hit: top-dose activity change, negative = inhibition, most hits filed as inhibitors; actives 0.041% (n = 370,000);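 note: potency is the fitted concentration of half-maximal effect; 0% = no-compound wells and -100% = no-enzyme wells; nearly all actives have a fitted effect of over 25% in size; some results filed as inactive show a strong effect at the top dose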
Target sequence (P00811 whole entry, looked up): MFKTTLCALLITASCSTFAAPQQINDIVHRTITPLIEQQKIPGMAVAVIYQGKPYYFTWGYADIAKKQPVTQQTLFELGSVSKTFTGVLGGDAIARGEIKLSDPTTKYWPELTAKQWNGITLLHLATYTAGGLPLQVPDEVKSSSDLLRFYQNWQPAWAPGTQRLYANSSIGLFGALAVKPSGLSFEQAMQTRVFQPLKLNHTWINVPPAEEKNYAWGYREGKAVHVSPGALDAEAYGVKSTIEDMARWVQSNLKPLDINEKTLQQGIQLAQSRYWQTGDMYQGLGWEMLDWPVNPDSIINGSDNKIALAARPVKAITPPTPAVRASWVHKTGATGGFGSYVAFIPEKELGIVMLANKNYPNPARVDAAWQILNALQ
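20 mM phosphate pH 7.0 + 0.01% (detergent screen) or 0.0001% Triton X-100; 5.3 nM AmpC reagent; cpd preinc 15 min RT; nitrocefin (800 uM stock) to start; A480 q20 s × 4 min; Activity was normalised to no-enzyme and no-compound control wells.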
Giardia FBPA inh: inhibitors of Giardia lamblia fructose-1,6-bisphosphate aldolase | A8B2U2 | purified Giardia FBPA | Potency, µM (highest dose often 59.6 µM), without a hit: at the top dose activity, negative = inhibition, hits mostly inhibitors | actives 0.71% (n = 290,000); note: potency is the fitted concentration of half-maximal effect; % is set by controls: 0 for no effect and ±100 for the full control effect; nearly all actives have a fitted effect of over 55% in size
Target sequence (A8B2U2 whole entry, looked up): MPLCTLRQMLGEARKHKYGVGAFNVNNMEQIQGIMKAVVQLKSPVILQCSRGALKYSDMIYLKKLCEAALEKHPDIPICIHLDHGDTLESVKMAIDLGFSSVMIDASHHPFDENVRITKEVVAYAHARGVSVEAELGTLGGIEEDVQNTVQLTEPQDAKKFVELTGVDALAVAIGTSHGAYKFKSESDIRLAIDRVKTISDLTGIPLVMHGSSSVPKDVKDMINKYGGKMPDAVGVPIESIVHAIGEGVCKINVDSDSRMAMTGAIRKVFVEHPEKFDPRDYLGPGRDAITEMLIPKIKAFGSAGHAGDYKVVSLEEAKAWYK
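Giardia FBPA (40 nM reagent) was preincubated 10 min at RT with compound (up to 57.5 uM final), then substrate plus GAPDH/TPI/NAD/arsenate coupling system with diaphorase/resazurin was added; resorufin fluorescence (525/598 nm) was read after 20 min.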
HCMV inh: blocks human cytomegalovirus replication; HFF cells, HCMV-luciferase reporter, 72 h; hits give low values; activity change, negative = inhibition, % at 57.5 µM; actives 4.5% (n = 410,000); AID 1259415; in the data active = activity change below about -60%; inconclusive = no clear call, values can overlap the other calls; inactive = above about -39%; note: % is set by controls: 0 for no effect and ±100 for the full control effect
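Two-dose cell screen: HFF monolayers treated with compounds and infected with luciferase-expressing HCMV at 1 PFU/cell, 72 h at 37C, then lysed for luciferase measurement.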
AmpC no deterg: AmpC beta-lactamase inhibition without detergent; P00811; AmpC nitrocefin hydrolysis, absorbance 480 nm, 0.0001% Triton; Potency, µM (doses to about 57.1 µM), without a hit: top-dose activity change, negative = inhibition, actives largely listed as inhibitors; actives 0.52% (n = 330,000);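 note: potency is the fitted concentration of half-maximal effect; plate controls were no compound for no effect and no enzyme for full effect; nearly all actives have a fitted effect of over 20% in size; some results filed as inactive show a strong effect at the top dose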
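20 mM phosphate pH 7.0 + 0.01% (detergent screen) or 0.0001% Triton X-100; 5.3 nM AmpC reagent; cpd preinc 15 min RT; nitrocefin (800 uM stock) to start; A480 q20 s × 4 min; Activity was normalised to no-enzyme and no-compound control wells.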
CHX counter: counter-screen for Shiga toxin inhibitors: cycloheximide protein synthesis inhibition | cell reporter, cycloheximide protein synthesis inhibition counterscreen | max response, % | actives 12% (n = 300,000); in the data active = max response mostly above about 13%, no sharp cut-off; inactive = mostly below about 14%; note: read at 38.3 µM for the half of the compounds with a filed dose; 0% is about no effect
Shiga toxin inh: blocks Shiga toxin action in Vero cells | Vero cells, Shiga toxin protein synthesis inhibition reporter | inhibition, % at 38.7 µM | actives 9.2% (n = 290,000) | AID 2315; in the data active = inhibition mostly above about 28%, no sharp cut-off; inactive = mostly below about 43%; note: 0% is about no effect
An asterisk follows results filed as active; [ ] = remark or other dose. Unless noted, calls come from the whole dose curve; as a rule, active = well fitted curve in the direction sought with a large enough effect; inconclusive = small, poorly fitted or top-dose-only effect, or another doubt; inactive = no such curve, though single readings can be large; an effect the other way counts as inactive or inconclusive.

Results for CC1CCN(CCCNC(=O)C2CC(=O)N(CCc3ccccc3)C2)CC1 (stereo unspecified) ?
AMA1-RON2 inh: 11%; AmpC detergent: 0%; Giardia FBPA inh: -7%; HCMV inh: -2; AmpC no deterg: -6%; CHX counter: 10; Shiga toxin inh: -3

What do the screens show for `Cn1nnc2c[n+](CC(=O)c3ccc(Cl)cc3)cc(Br)c21`?
AMA1-RON2 inh: -28%; AmpC detergent: -1%; Giardia FBPA inh: inconclusive; HCMV inh: -96*; AmpC no deterg: -16%; CHX counter: -2; Shiga toxin inh: 18

Results for CCOC(=O)c1sc2nc(CC(C)C)c3c(c2c1N)CCC3 ?
AMA1-RON2 inh: 24%; AmpC detergent: -9%; Giardia FBPA inh: -2%; HCMV inh: inconclusive; AmpC no deterg: -18%; CHX counter: 1; Shiga toxin inh: -8

Results for O=C(NNC(=S)NC(=O)c1cccs1)c1ccc(O)cc1 ?
AMA1-RON2 inh: 134%[activator]; AmpC detergent: -7%; HCMV inh: -25; AmpC no deterg: -27%; CHX counter: 23; Shiga toxin inh: 28*

What do the screens show for `COc1ccccc1C1CC(=O)NC(C)=C1C(=O)OC(C)C` (stereo unspecified)?
AMA1-RON2 inh: -10%; AmpC detergent: 5%; Giardia FBPA inh: 0%; HCMV inh: -10; AmpC no deterg: -3%; CHX counter: -1; Shiga toxin inh: -11

How did Cn1c(CN2CCN(C(=O)COc3ccccc3)CC2)nc2cc([N+](=O)[O-])ccc21 do in these assays?
AMA1-RON2 inh: 5%; AmpC detergent: -3%; Giardia FBPA inh: -4%; HCMV inh: -39; AmpC no deterg: 53%; CHX counter: -2; Shiga toxin inh: -13

Results for N#Cc1ccc(CN2CCN(CC(=O)Nc3ccccc3C(=O)NC3CC3)CC2)cc1 ?
AMA1-RON2 inh: 3%; AmpC detergent: -15%; HCMV inh: 66; AmpC no deterg: -4%

What do the screens show for `CCOc1ccc(C(c2c(C)[nH][nH]c2=O)c2c(C)[nH][nH]c2=O)cc1OC`?
AMA1-RON2 inh: 25%; AmpC detergent: -3%; Giardia FBPA inh: -28%; HCMV inh: 8; AmpC no deterg: -7%; CHX counter: -6; Shiga toxin inh: -18

What do the screens show for `Cc1ccc(S(=O)(=O)N2CCC(C(=O)N/N=C/c3cccn3C)CC2)cc1`?
AMA1-RON2 inh: 0%; HCMV inh: 56; AmpC no deterg: -30%

Results for O=C1C2CCCN2C(c2ccc(Cl)cc2)N1c1nccs1 (stereo unspecified) ?
AMA1-RON2 inh: 87%[activator]; AmpC detergent: -2%; Giardia FBPA inh: -11%; HCMV inh: 12; AmpC no deterg: -10%; CHX counter: -1; Shiga toxin inh: 5

How did Cc1cccc2c1c(N=NC(N)=S)c(O)n2C1OC(CO)C(O)C(O)C1O (stereo unspecified) do in these assays?
AMA1-RON2 inh: 91%[activator]; AmpC detergent: inconclusive; Giardia FBPA inh: inconclusive; HCMV inh: 71; AmpC no deterg: -10%; CHX counter: -3; Shiga toxin inh: 1

Results for CN(C)S(=O)(=O)c1ccc(N2CCCC2)c(C(=O)N2CCN(c3ccc([N+](=O)[O-])cc3)CC2)c1 ?
AMA1-RON2 inh: -5%; AmpC detergent: 0%; Giardia FBPA inh: -4%; HCMV inh: -14; AmpC no deterg: 111%[activator]; CHX counter: -2; Shiga toxin inh: 12

Results for CCOC(=O)C1CCN(C(=O)NS(=O)(=O)c2ccc(C)cc2)CC1 ?
AMA1-RON2 inh: -6%; AmpC detergent: -10%; Giardia FBPA inh: 5%; HCMV inh: -15; AmpC no deterg: -17%; CHX counter: 6; Shiga toxin inh: -13

Results for CC1CCCCC1NC(=O)Cn1cc([N+](=O)[O-])ccc1=O (stereo unspecified) ?
AMA1-RON2 inh: 1%; AmpC detergent: -7%; HCMV inh: 9; AmpC no deterg: -16%

Results for CN(CC(=O)Nc1ccccc1C(F)(F)F)C(=O)c1cc2c(s1)CCCCC2 ?
AMA1-RON2 inh: -17%; AmpC detergent: -5%; HCMV inh: -25; AmpC no deterg: 71%

How did Cc1cccc(NC(=O)CC(C)S(=O)(=O)c2ccc3c(c2)NC(=O)CO3)c1C (stereo unspecified) do in these assays?
AMA1-RON2 inh: -4%; AmpC detergent: -9%; HCMV inh: -4; AmpC no deterg: 1%; CHX counter: 3; Shiga toxin inh: 10

What do the screens show for `Cc1ccc2nc(Cl)c(C3CC(c4cccs4)=NN3S(C)(=O)=O)cc2c1` (stereo unspecified)?
AMA1-RON2 inh: -11%; AmpC detergent: inconclusive; Giardia FBPA inh: 4%; HCMV inh: -60*; AmpC no deterg: -5%; CHX counter: 15; Shiga toxin inh: 18

How did O=S(=O)(c1ccc(F)cc1)N1CCN=C1SCc1cccnc1 do in these assays?
AMA1-RON2 inh: -2%; AmpC detergent: 9%; Giardia FBPA inh: -15%; HCMV inh: -67*; AmpC no deterg: 3%; CHX counter: -4; Shiga toxin inh: 7

Results for CCOC(=O)Nc1ccc(S(=O)(=O)Nn2cnnc2)cc1 ?
AMA1-RON2 inh: 2%; AmpC detergent: 0%; Giardia FBPA inh: -9%; HCMV inh: 15; AmpC no deterg: -7%; CHX counter: 6; Shiga toxin inh: 7

How did CSc1ccccc1C(=O)C1CCCN(Cc2ccncc2)C1 (stereo unspecified) do in these assays?
AMA1-RON2 inh: 1%; AmpC detergent: -8%; Giardia FBPA inh: 2%; HCMV inh: 21; AmpC no deterg: 6%; CHX counter: -2; Shiga toxin inh: -16

Results for COC(=O)C1C(=O)NCC1c1ccccc1 (stereo unspecified) ?
AMA1-RON2 inh: -9%; AmpC detergent: -7%; Giardia FBPA inh: -12%; HCMV inh: 30; CHX counter: -3; Shiga toxin inh: -4

How did CC1CN(C(=S)SCC(=O)c2ccc(Cl)cc2)CC(C)O1 (stereo unspecified) do in these assays?
AMA1-RON2 inh: 4%; AmpC detergent: inconclusive; Giardia FBPA inh: 8%; HCMV inh: -24; AmpC no deterg: -7%; CHX counter: 2; Shiga toxin inh: 13

What do the screens show for `O=C(NC(=O)N1CCN(c2ccc(F)cc2)CC1)c1ccccc1`?
AMA1-RON2 inh: -12%; AmpC detergent: -4%; Giardia FBPA inh: -5%; HCMV inh: -30; AmpC no deterg: 4%; CHX counter: 20*; Shiga toxin inh: 32

How did COc1cc2[nH]c(=S)n(-c3ccccc3)c(=O)c2cc1OC do in these assays?
AMA1-RON2 inh: 94%[activator]; AmpC detergent: 0%; Giardia FBPA inh: 1%; HCMV inh: -19; AmpC no deterg: -11%; CHX counter: 0; Shiga toxin inh: -4

How did CCOP(=O)(Cc1ccccc1)OCC do in these assays?
AMA1-RON2 inh: 1%; AmpC detergent: -6%; HCMV inh: -5; AmpC no deterg: -8%

Results for COc1cc(S(=O)(=O)N(C)C)ccc1Br ?
AMA1-RON2 inh: -5%; AmpC detergent: -4%; Giardia FBPA inh: 5%; HCMV inh: 2; AmpC no deterg: -15%; CHX counter: -5; Shiga toxin inh: -13

What do the screens show for `C=CCC[C@H](Cc1ccc(F)cc1)C(=O)OC[C@@H](C)NC(=O)[C@H](CC=C)CC(=O)NCCO`?
AMA1-RON2 inh: 20%; HCMV inh: -5; AmpC no deterg: 161%[activator]

Results for Cc1ccccc1-n1nnnc1SCC(=O)NCC1CCCO1 (stereo unspecified) ?
AMA1-RON2 inh: -3%; AmpC detergent: 5%; Giardia FBPA inh: 3%; HCMV inh: -8; AmpC no deterg: 1%; CHX counter: 4; Shiga toxin inh: -2

How did CC(=O)c1ccc(-n2nncc2-c2ccc([N+](=O)[O-])cc2)cc1 do in these assays?
AMA1-RON2 inh: -12%; AmpC detergent: -5%; Giardia FBPA inh: 4%; HCMV inh: 50; AmpC no deterg: 7%; CHX counter: 12; Shiga toxin inh: 8

Results for O=C1CSC(c2nn(-c3ccccc3)cc2-c2cc3ccccc3oc2=O)N1Cc1ccco1 (stereo unspecified) ?
AMA1-RON2 inh: -19%; AmpC detergent: -1%; Giardia FBPA inh: -4%; HCMV inh: 119; AmpC no deterg: 25%; CHX counter: -2; Shiga toxin inh: -6

Results for CC(C)c1c(C(=O)N/N=C/c2ccc(OCc3ccc(F)cc3)cc2)nnn1-c1nonc1N ?
AMA1-RON2 inh: 4%; AmpC detergent: -17%; Giardia FBPA inh: -6%; HCMV inh: 16; AmpC no deterg: -35%; CHX counter: 15; Shiga toxin inh: -1

What do the screens show for `O=C(Nc1ccc(Cl)c([N+](=O)[O-])c1)ONC1=NCCCCC1`?
AMA1-RON2 inh: -26%; AmpC detergent: 2%; Giardia FBPA inh: -3%; HCMV inh: -23; AmpC no deterg: -32%; CHX counter: 13; Shiga toxin inh: -2

How did CC(=O)Nc1ccc(NS(=O)(=O)c2ccc(C)cc2)c([N+](=O)[O-])c1 do in these assays?
AMA1-RON2 inh: 0%; AmpC detergent: 6%; Giardia FBPA inh: -4%; HCMV inh: -3; AmpC no deterg: -20%; CHX counter: 4; Shiga toxin inh: -16

Results for C=CCc1cc(Cl)ccc1OCCN1CC(C)OC(C)C1 (stereo unspecified) ?
AMA1-RON2 inh: inconclusive; AmpC detergent: 0%; Giardia FBPA inh: 18µM*; HCMV inh: -22; AmpC no deterg: 164%[activator]; CHX counter: -2; Shiga toxin inh: -6

Results for COc1c(Cl)cc(Cl)cc1/C=C/C(=O)c1ccc(NC(=O)c2cccs2)cc1 ?
AMA1-RON2 inh: -8%; AmpC detergent: inconclusive; Giardia FBPA inh: 2%; HCMV inh: -99*; AmpC no deterg: inconclusive; CHX counter: 30*; Shiga toxin inh: 40*

How did CN1CCN(c2ccc(NC(=O)c3ccc4c(c3)OCCO4)cc2)CC1 do in these assays?
AMA1-RON2 inh: -2%; AmpC detergent: 7%; Giardia FBPA inh: -2%; HCMV inh: 71; AmpC no deterg: -29%; CHX counter: 36*; Shiga toxin inh: 81*

An excerpt from above in order of SMILES length, rising.
How did CSc1ccccc1C(=O)C1CCCN(Cc2ccncc2)C1 (stereo unspecified) do in these assays?
AMA1-RON2 inh: 1%; AmpC detergent: -8%; Giardia FBPA inh: 2%; HCMV inh: 21; AmpC no deterg: 6%; CHX counter: -2; Shiga toxin inh: -16

How did CC1CN(C(=S)SCC(=O)c2ccc(Cl)cc2)CC(C)O1 (stereo unspecified) do in these assays?
AMA1-RON2 inh: 4%; AmpC detergent: inconclusive; Giardia FBPA inh: 8%; HCMV inh: -24; AmpC no deterg: -7%; CHX counter: 2; Shiga toxin inh: 13

How did Cc1cccc2c1c(N=NC(N)=S)c(O)n2C1OC(CO)C(O)C(O)C1O (stereo unspecified) do in these assays?
AMA1-RON2 inh: 91%[activator]; AmpC detergent: inconclusive; Giardia FBPA inh: inconclusive; HCMV inh: 71; AmpC no deterg: -10%; CHX counter: -3; Shiga toxin inh: 1

Assay outcomes (PubChem)
